USP1 inh: Inhibitors of USP1/UAF1: Primary Screen. Ubiquitin carboxyl-terminal hydrolase 1 (Homo sapiens), O94782. recombinant USP1/UAF1, Ub-Rhodamine cleavage fluorescence. Potency, µM (doses to about 57.1 µM), without a hit: at the highest dose activity change, negative = inhibition, actives largely listed as inhibitors. 0.23% of 390,000 active. AID 743255, 2014; also: potency is read from the fitted curve at half-maximal effect; % is scaled to controls: 0 for no effect and ±100 for the full control effect; nearly all actives have a fitted effect of over 60% in size; inactives centre near -12
Target sequence (O94782 whole entry, looked up): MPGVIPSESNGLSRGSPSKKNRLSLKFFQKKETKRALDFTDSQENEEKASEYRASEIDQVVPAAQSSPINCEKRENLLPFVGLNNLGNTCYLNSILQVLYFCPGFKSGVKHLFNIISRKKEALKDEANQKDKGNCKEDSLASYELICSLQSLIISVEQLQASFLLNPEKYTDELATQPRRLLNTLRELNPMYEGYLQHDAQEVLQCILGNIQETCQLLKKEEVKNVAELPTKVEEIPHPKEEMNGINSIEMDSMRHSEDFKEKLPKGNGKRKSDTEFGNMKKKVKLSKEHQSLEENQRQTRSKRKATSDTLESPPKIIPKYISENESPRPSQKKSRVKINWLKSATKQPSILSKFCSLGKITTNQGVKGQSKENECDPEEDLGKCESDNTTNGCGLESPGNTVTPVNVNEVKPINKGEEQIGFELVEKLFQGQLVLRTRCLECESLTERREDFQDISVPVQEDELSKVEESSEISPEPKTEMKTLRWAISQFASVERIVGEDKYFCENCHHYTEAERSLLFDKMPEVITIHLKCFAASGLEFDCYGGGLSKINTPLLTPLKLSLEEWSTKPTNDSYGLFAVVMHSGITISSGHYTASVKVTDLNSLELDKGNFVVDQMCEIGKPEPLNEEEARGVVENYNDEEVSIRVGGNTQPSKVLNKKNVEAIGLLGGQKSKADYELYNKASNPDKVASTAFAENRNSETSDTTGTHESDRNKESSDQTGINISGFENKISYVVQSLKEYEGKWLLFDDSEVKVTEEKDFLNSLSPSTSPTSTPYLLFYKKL
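High-throughput fluorogenic screen: 1nM USP1/UAF1 complex, Ub-Rho substrate 150nM final, 50mM HEPES pH 7.8 with 0.5mM EDTA, 0.1 mg/ml BSA, 1mM TCEP and 0.01% Tween-20.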
LDHA block: qHTS assay for inhibitors of human lactate dehydrogenase; activity change, % (values are at about 110 or 230 µM); L-lactate dehydrogenase A chain (Homo sapiens), P00338; 0.15% of 480,000 active; purified LDHA, NADH/diaphorase-resazurin fluorescence; stronger effect = lower value; in the data active = activity change below about -30%; inconclusive = mostly about -25% to -30%;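 also: plate controls were DMSO wells for no effect and wells without enzyme for full effect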
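LDH5 2 nM; NADH 0.06 mM, pyruvate 0.2 mM; 200 mM Tris pH 7.4, EDTA, Tween-20; 5 min RT. Detection: diaphorase 0.133 mg/mL + resazurin 37 µM, fluorescence ex540/em590 at 0 and 20 min; normalized to enzyme-free and DMSO wells.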
rTrxR1 inhibitor: qHTS Assay for Inhibitors of Mammalian Selenoprotein Thioredoxin Reductase 1 (TrxR1): qHTS | Thioredoxin reductase 1, cytoplasmic (Rattus norvegicus), O89049 | recombinant rTrxR1, NADPH fluorescence consumption, selenite substrate | Potency, µM (doses to about 114 µM), for inactives: top-dose activity change, negative = inhibition, actives largely listed as inhibitors | 1% of 390,000 active; also: potency is read from the fitted curve at half-maximal effect; % is scaled to controls: 0 for no effect and ±100 for the full control effect; nearly all actives have a fitted effect of over 65% in size
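Rat TrxR1 (90 nM in the dispensed reagent) was pre-reduced with 400 uM NADPH for 5 min at room temperature, then incubated with compound for 15 min. After 400 uM selenite was added, NADPH fluorescence (Ex 340/Em 450 nm) was followed for 8 min.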
TrxR1 substrate: qHTS Assay for Substrates of Mammalian Selenoprotein Thioredoxin Reductase 1 (TrxR1): qHTS; Thioredoxin reductase 1, cytoplasmic (Rattus norvegicus), O89049; purified TrxR1 substrate turnover, NADPH consumption readout; Potency, µM (doses to about 114 µM), for the others: at the top dose activity change, negative = substrate turnover; 0.01% of 390,000 active; also: potency is read from the fitted curve at half-maximal effect; % is scaled to controls: 0 for no effect and ±100 for the full control effect; nearly all actives have a fitted effect of over 50% in size
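Rat TrxR1, dispensed at 90 nM, was prereduced with 400 uM NADPH (final) for 5 min at ~22 deg C, then incubated with compound 15 min before 400 uM selenite. A first-read NADPH fluorescence drop versus no-compound background flagged substrates.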
IDH1 R132H inh: qHTS for Inhibitors of mutant isocitrate dehydrogenase 1 (IDH1): qHTS | 0.093% of 390,000 active | Potency, µM (doses to about 76.6 µM), without a hit: at the top dose activity change, negative = inhibition, hits mostly inhibitors | IDH1-R132H enzyme, NADPH consumption, diaphorase/resazurin fluorescence; also: potency is read from the fitted curve at half-maximal effect; % is scaled to controls: 0 for no effect and ±100 for the full control effect; nearly all actives have a fitted effect of over 65% in size
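IDH1-R132H (0.5 ug/mL) preincubated 30 min with compound, then NADPH (0.016 mM) and alpha-KG (2 mM) added; 80 min at RT, pH 7.5. Remaining NADPH coupled via diaphorase/resazurin to fluorescence (540/590 nm); concentration-response curves normalized to no-enzyme control.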
Vif-A3F inh: qHTS for Inhibitors of Vif-A3F Interactions: qHTS | 0.2% of 390,000 active | Potency, µM (series often up to 46.1 µM), for inactives: at the highest dose activity, negative = active | HeLa A3F-eYFP + Vif (tagged APOBEC3F with the HIV-1 protein that degrades it), YFP fluorescence increase; also: potency is read from the fitted curve at half-maximal effect; % of control where 0% means no effect; nearly all actives have a fitted effect of over 65% in size
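HeLa cells stably expressing A3F-eYFP plus Vif, plated and incubated overnight at 37 deg C, then exposed to compounds overnight at 37 deg C. Blocked degradation read as raised yellow fluorescence (Ex 488/Em 500-530).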
Vif-A3G inh: qHTS for Inhibitors of Vif-A3G Interactions: qHTS; 0.076% of 410,000 active; HeLa A3G-eYFP + Vif (tagged APOBEC3G with the HIV-1 protein that degrades it), YFP fluorescence, overnight; DNA dC->dU-editing enzyme APOBEC-3G (Homo sapiens), Q9HC16; Potency, µM (titrated, usually from 46.1 µM), without a hit: at the highest dose activity, negative = active, usual class: inhibitors;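 also: potency is read from the fitted curve at half-maximal effect; % is scaled to controls: 0 for no effect and ±100 for the full control effect; nearly all actives have a fitted effect of over 60% in size; hits raise eYFP signal because A3G escapes Vif-driven loss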
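HeLa cells stably expressing Vif and C-terminally eYFP-tagged A3G, seeded overnight at 37 deg C, then exposed to compound by pintool overnight at 37 deg C. Rise in yellow fluorescence (Ex 488/Em 500-530, Acumen) marks blocked Vif-driven A3G degradation.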
RGS4 inhibitor: Inhibitors of Regulator of G Protein Signaling (RGS) 4: qHTS. Regulator of G-protein signaling 4 (Homo sapiens), P49798. Transcreener GDP fluorescence polarization, RGS4-accelerated GTP hydrolysis. Potency, µM (top dose mostly 114 µM), for the others: at the top dose activity change, negative = inhibition, hits mostly inhibitors. 0.039% of 390,000 active. AID 504845, 2011; also: potency is read from the fitted curve at half-maximal effect; % is scaled to controls: 0 for no effect and ±100 for the full control effect; nearly all actives have a fitted effect of over 75% in size; some results filed as inactive show a strong effect at the top dose
Target sequence (P49798 whole entry, looked up): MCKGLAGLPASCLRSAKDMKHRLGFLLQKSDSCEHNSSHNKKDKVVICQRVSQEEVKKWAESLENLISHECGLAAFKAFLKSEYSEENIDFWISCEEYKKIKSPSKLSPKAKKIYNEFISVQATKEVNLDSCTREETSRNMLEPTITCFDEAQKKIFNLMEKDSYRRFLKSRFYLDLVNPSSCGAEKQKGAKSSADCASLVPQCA
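MLSMR compounds (23 nl, pin-transferred) preincubated 10 min at room temperature with a 500nM (2x) first reagent, then RGS4 at 900nM (2x) plus Transcreener GDP mix added; fluorescence polarization (620/688 nm) read before and after 90 min at 30 °C.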
Glioma ERSR ind: qHTS for Inducers of the Endoplasmic Reticulum Stress Response (ERSR) in Human Glioma: qHTS | U87-MG GRP78 promoter luciferase reporter, 16 h | Potency, µM, for inactives: at the highest dose activation, hits mostly activators | 0.02% of 420,000 active; also: potency is read from the fitted curve at half-maximal effect; series mostly up to about 76 µM; % of control where 0% means no effect; nearly all actives have a fitted effect of over 35% in size
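ERSR induction read as luciferase luminescence (Bright-Glo, 10 min at room temperature) in stably transfected human U87-MG glioma cells exposed to compounds for 16 h, using GRP78 as sensor.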
Active calls of the source: *; ? = inconclusive; · = not tested or not shown; & = joins results of further samples; [ ] = dose if it differs, or a comment. Unless noted, calls follow the shape of the dose curve; as a rule, active = well fitted curve in the direction sought with a large enough effect; inconclusive = small, poorly fitted or top-dose-only effect, or another doubt; inactive = no such curve, though single readings can be large; an effect the other way counts as inactive or inconclusive. An excerpt; the hit share may differ from the screen's.

canonical_smiles | USP1 inh | LDHA block | rTrxR1 inhibitor | TrxR1 substrate | IDH1 R132H inh | Vif-A3F inh | Vif-A3G inh | RGS4 inhibitor | Glioma ERSR ind
CC(=O)c1cccc(NC(=O)CCc2c(C)nc3c(-c4ccc(F)cc4)c(C)nn3c2C)c1 | 1.4% | -7.0 | 13.9% | 2.1% | 3.6% | -7.7% | 4.6% | 4.0% | -2.2%
Cc1ccc2nc(-c3ccc(NC(=O)COC(=O)c4cncc(Br)c4)cc3)sc2c1 | -7.0% | -15.6 | -3.0%[57.1 µM] | 36.0%[activator][57.1 µM] | 0.7% | -10.6% | -9.9% | -0.2% | -5.7%
COc1ccccc1/C=C(\NC(=O)c1cccc(C)c1)C(=O)Nc1ccccn1 | -14.2% | 0.2 | 16.3%[57.1 µM] | 14.6%[57.1 µM] | 5.7% | 10.4% | -0.5% | 1.0% | -4.1%
COc1ccc2cc(CN(CCO)C(=O)c3ccc(Br)cc3)c(=O)[nH]c2c1 | -4.6% | -2.7 | -12.9% | 0.5% | 10.7% | 1.1% | -0.1% | -18.7% | -3.2%
Cc1ccc(OCC(=O)N2c3ccccc3NC(=O)C2(C)C)c([N+](=O)[O-])n1 | -5.3% | -8.1 | 30.9%[57.1 µM] | 10.2%[57.1 µM] | 3.1% | -2.4% | 2.3% | 19.0% | -5.0%
CC(NC(=O)c1ccccc1F)c1nnc(SCC(=O)Nc2nnc(C3CC3)s2)n1C (stereo not drawn) | -16.6% | 0.7 | 11.7%[57.1 µM] | 1.6%[57.1 µM] | 3.7% | 6.0% | 0.3% | -6.6% | -0.8%
CC(C)CC(NC(=O)OC(C)(C)C)c1cn([C@@H](Cc2cc3ccccc3[nH]2)C(=O)N2CCN(C(=O)OC(C)(C)C)CC2)nn1 (stereo partly drawn) | -24.0% | 3.4 | -7.4%[57.1 µM] | -10.6%[57.1 µM] | -14.0% | 11.5% | -4.8% | 6.5% | 3.3%
O=C(NNS(=O)(=O)c1ccc(Cl)cc1Cl)c1cc2ncc(C(F)(F)F)cc2s1 | -8.3% | 0.0 | 18.6%[57.1 µM] | 0.3%[57.1 µM] | -3.3% | 3.1% | -1.0% | -30.9% | 2.7%
COc1ccc(OCC(=O)NCC(c2ccc(Cl)cc2)N2CCCCC2)cc1 (stereo not drawn) | -27.6% | -2.3 | 21.1% | 5.3% | 0.7% | 1.0% | -3.7% | -0.4% | -3.3%
Cc1ccc(SCc2cc(=O)[nH]c(SCC(=O)Nc3cc(Cl)ccc3Cl)n2)cc1 | -14.6% | -6.5 | 3.4%[57.1 µM] | -1.6%[57.1 µM] | -9.4% | -0.8% | 2.4% | -13.2% | -3.3%
O=C(Nc1cc(S(=O)(=O)N2CCOCC2)ccc1N1CCCCC1)c1ccccc1Br | -5.1% | -4.8 | -9.2% | -3.1% | 5.2% | 0.8% | 1.6% | ? | 0.3%
COc1ccc(NC(=O)C[C@H]2C(=O)N(Cc3ccccc3)C[C@@H]2Cc2ccccc2)cc1 | -3.2% | 0.4 | · | · | 1.2% | 2.5% | -3.0% | · | -2.9%
Cc1cc(S(=O)(=O)n2[nH]c(=O)c(CCO)c2C)c(Cl)cc1Cl | 4.4% | -2.9 | 9.0% | -9.0% | 7.3% | -10.7% | 1.9% | 35.6% | -2.3%
COc1cccc(C(C#N)N2N=C(C)CC2(C)C)c1O (stereo not drawn) | -9.7% | 13.4 | -7.6% | 9.5% | 1.4% | 4.7% | -0.8% | -6.9% | 2.8%
O=C1CC(Sc2ncccc2C(=O)O)C(=O)N1 (stereo not drawn) | -10.5% | 0.2 | 2.4%[57.1 µM] | -4.7% | -4.8% | -5.9% | -1.0% | -13.5% | 3.3%
Cc1ccc(C2CC(=O)Nc3cc4c(cc32)OCO4)o1 (stereo not drawn) | -2.7% | -2.0 | 2.6% | -0.3% | 5.7% | 0.4% | -3.9% | -31.1% | -3.7%
CC(=O)c1cccc(NC(=S)NC(=O)c2ccccc2Br)c1 | -2.1% | -4.6 | ? | -2.4% | 5.8% | 0.0% | -7.5% | -16.4% | 8.0%
S=C(NCCc1ccccc1)N/N=C/c1cccs1 | -18.8% | 0.7 | -4.3% | -5.3% | 2.3% | -1.0% | -0.6% | 16.0% | 7.3%
CN(NC(=O)c1ccccc1)C1=NS(=O)(=O)c2ccccc21 | -9.2% | -12.0 | 14.1%[57.1 µM] | 13.4%[57.1 µM] | 0.4% | -0.2% | 0.5% | 5.8% | -4.1%
Cn1cnnc1SCC(=O)N1N=C2/C(=C/c3ccco3)CCCC2C1c1ccco1 (stereo not drawn) | -21.3% | 2.4 | -13.6%[57.1 µM] | -24.9%[57.1 µM] | 0.0% | 3.9% | 5.6% | -29.6% | 0.8%
CCOc1ccc2sc(NS(=O)(=O)c3ccc(OC)c(OC)c3)nc2c1 | -17.9% | -9.2 | -4.4%[57.1 µM] | 7.7%[57.1 µM] | -2.4% | -1.1% | -4.5% | -12.3% | -5.8%
CCOC(=O)c1cnc(-n2nc(C)cc2C)nc1Nc1cccc(C(=O)O)c1 | -1.7% | 0.3 | 4.9%[57.1 µM] | 4.5% | 0.3% | -2.1% | 1.1% | -20.7% | -6.4%
CS(=O)(=O)c1cnc(-c2cccnc2)nc1N | -20.6% | -2.9 | 29.0%[57.1 µM] | -14.7%[57.1 µM] | 3.1% | -8.9% | 1.7% | 14.0% | 1.7%
Cc1ncsc1CCOC(=O)c1cccc([N+](=O)[O-])c1 | -13.2%&-11.7% | -1.3&0.2 | -11.2%&-1.0% | -9.1%&2.6% | 7.0%&-0.5% | 1.5%&-1.3% | -2.3%&-4.8% | 3.1% | 2.1%&-2.3%
CCS(=O)(=O)Nc1ccc(-c2cn3ccsc3n2)cc1 | -5.1% | -12.3 | 5.2%[57.1 µM] | -0.3%[57.1 µM] | · | · | · | 22.4% | ·
Cc1ccc(NC(=O)C2CCCN(S(=O)(=O)c3cccc4cccnc34)C2)cc1Cl (stereo not drawn) | -22.1% | -6.6 | 23.3% | -3.7% | 10.0% | 1.6% | 1.8% | 5.3% | -1.3%
O=C(CCn1c(=O)sc2ccccc21)NCCC1=CCCCC1 | 4.8% | -9.3 | -1.4%[57.1 µM] | 4.9%[57.1 µM] | 0.2% | 0.2% | 0.7% | 0.7% | -1.7%
O=C(NCCc1ccc(Cl)cc1)c1cc(-c2ccccn2)nc2ccccc12 | -11.6% | -0.6 | 24.9%[57.1 µM] | 4.6%[57.1 µM] | -8.4% | -15.3% | -1.2% | -40.5%[56.9 µM] | -7.3%
COc1ccccc1NC(=O)CC(NCc1ccccc1)C(=O)O (stereo not drawn) | -4.8% | -6.5 | 5.6% | -9.4% | 6.1% | 0.6% | -0.8% | -24.7% | -2.2%
CCCOc1cc(C)nc(-c2ccccc2O)n1 | -5.7% | -1.1 | -4.2% | 0.2% | 4.1% | 0.8% | -0.3% | 2.1% | 2.0%
CN(C)S(=O)(=O)c1cccc(-c2csc(N/N=C/c3ccco3)n2)c1 | -1.3% | -4.2 | 7.2% | -0.9% | -2.7% | 0.8% | -0.7% | -8.6% | 0.5%
COc1ccccc1NC(=O)CSC1=Nc2ccccc2C2=NC(CCC(=O)NCc3ccco3)C(=O)N12 (stereo not drawn) | ? | 0.5 | 10.5%[57.1 µM] | 4.0%[57.1 µM] | -0.9% | -8.5% | -3.8% | -14.8% | -0.9%
CC1CCCC(NC(=O)c2cccs2)C1C (stereo not drawn) | -12.7% | -1.2 | 20.6% | 2.2% | -5.5% | 0.1% | 1.0% | 17.3% | 0.9%
COc1cccc(NC(=O)CN(C)C(=O)c2cn(-c3ccccc3)nc2-c2cccnc2)c1 | 1.3% | 0.6 | 1.9% | -1.5% | 1.8% | -1.0% | -2.1% | 1.3% | -1.2%
CCCOc1ccc(/C=C/c2c([N+](=O)[O-])c(=O)n(C)c(=O)n2C)cc1 | -20.0% | 0.2 | 4.5% | -4.6% | -1.2% | 0.5% | 4.0% | -9.7% | -5.1%
COCCNS(=O)(=O)c1ccc2c3c(cccc13)C(=O)N2C | -6.2% | 3.2 | 17.6% | 27.0%[57.1 µM] | 5.5% | -1.3% | 0.5% | -8.8% | 2.1%
CNc1ccc(C=C2C=Cc3ccccc32)cc1 | ? | -0.6 | 7.6%[57.1 µM] | -3.8% | 2.4% | 2.4% | -9.4% | 13.1% | -0.4%
COc1ccc(C(=O)NCC(c2ccc3c(c2)OCO3)N2CCN(c3ccc(F)cc3)CC2)cc1 (stereo not drawn) | 1.2% | -4.1 | 31.7%[57.1 µM] | 0.2%[57.1 µM] | 11.6% | 1.8% | 4.1% | -17.3% | 0.4%
